Assay outcomes (PubChem BioAssay)
FLuc inh counter: firefly luciferase enzyme inhibitors, primary screen, artefact control for luciferase-based inhibitor screens, biochemical, luminescence, ATPLite; Luciferin 4-monooxygenase (Photinus pyralis), P08659; 200,000 compounds, 1.5% hits; 10 min; inhibition, % at 10 µM; AID 1006, 2008;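 active = inhibition above about 50% when tested at 10 µM, limit read from the data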
Target sequence (P08659 whole entry, looked up): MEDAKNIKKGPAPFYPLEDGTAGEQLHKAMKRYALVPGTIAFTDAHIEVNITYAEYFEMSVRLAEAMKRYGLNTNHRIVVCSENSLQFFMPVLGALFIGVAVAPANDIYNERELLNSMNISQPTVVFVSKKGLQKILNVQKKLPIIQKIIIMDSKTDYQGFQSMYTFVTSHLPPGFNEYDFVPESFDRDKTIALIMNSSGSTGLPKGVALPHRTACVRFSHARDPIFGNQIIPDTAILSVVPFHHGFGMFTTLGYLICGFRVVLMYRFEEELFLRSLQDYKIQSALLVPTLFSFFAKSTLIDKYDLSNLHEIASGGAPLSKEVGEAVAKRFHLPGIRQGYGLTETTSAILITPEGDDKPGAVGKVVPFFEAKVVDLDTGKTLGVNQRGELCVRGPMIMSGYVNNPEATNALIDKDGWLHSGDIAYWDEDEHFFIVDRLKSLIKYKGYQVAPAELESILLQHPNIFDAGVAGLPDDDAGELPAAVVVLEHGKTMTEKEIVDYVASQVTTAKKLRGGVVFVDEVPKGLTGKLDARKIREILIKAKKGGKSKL
STAT3 act: IL-6 driven STAT3 reporter potentiators, primary screen, U3A cells, luciferase, luminescence, MLSCN library; 190,000 compounds, 0.91% hits; activation (% of control), % at 5.6 µM; IL-6 STAT3-luciferase reporter; 100% = signal with IL-6 EC80 alone;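 active = activation above the screen-wide mean of compound activation plus 3 SD, cut at about 130% in these data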;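 note: 0% = background luminescence of wells with medium and substrate only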
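system = STAT3-luciferase reporter U3A cells | reagent = IL-6 stimulus at 33 ng/mL final | timing = 1 h compound pre-exposure, 6 h IL-6 stimulation, 37 °C | measured by = luminescence | evaluation = % activation versus median of IL-6-stimulated wells | control set = IL-6-only wells as 100% reference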
STAT3 inh: IL-6 driven STAT3 reporter inhibitors, primary screen, U3A cells, luciferase, luminescence, MLSCN library. IL-6 STAT3-luciferase reporter; host cell line lacks STAT1. inhibition, % at 5.5 µM. 190,000 compounds, 0.89% hits;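 active = inhibition above the mean inhibition across all screened compounds plus 3 SD, cut at about 44% in these data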;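 note: 0% = DMSO only wells and 100% = 100 µM nifuroxazide control wells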
STAT1 inh: STAT1 signaling inhibitors, primary screen, cell-based, HTS, luciferase reporter. NIH 3T3 STAT1-luciferase reporter, IFN-gamma, luminescence. inhibition, % at 5.5 µM. 200,000 compounds, 0.35% hits. AID 920, 2007;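 active = inhibition above a set limit, the mean inhibition across all tested compounds plus 3 SD, cut at about 34% in these data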;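 note: 0% = IFN-gamma with DMSO and 100% = IFN-gamma with 300 µM nifuroxazide; values of inactives mirror those of a sister screen read the other way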
NF-kB expr up: activators of NF-kB expression in neurons, primary screen, cell-based, HTS; human neuronal cells, NF-kB reporter expression; active compounds read high; AID 1239, 2008; fold change at 12.5 µM; 190,000 compounds, 1.6% hits; in the data active = fold change above about 3.3
RAM network inh: inhibitors of the yeast RAM network, primary screen, dse1pr::URA3 reporter, 5-FOA selection; S. cerevisiae dse1pr::URA3 reporter, 5-FOA growth OD615, 2 d; analog-sensitive cbk1-as2 kinase mutant strain; inhibition, % at 50 µM; 190,000 compounds, 1.8% hits; AID 868, 2007;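 active = inhibition above a set limit, 3 SD over mean compound inhibition, cut at about 8.4% in these data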;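 note: 0% = DMSO-only wells with no growth and 100% = 10 µM 1-NA-PP1 full growth; inhibition rescues growth on 5-FOA so higher OD means more RAM inhibition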
Hsp70 act: Hsp70 transcriptional activators, primary screen, cell-based, HeLa, Hsp70 promoter luciferase, luminescence, 10 µM; activation, % at 10 µM; 200,000 compounds, 0.04% hits; HeLa Hsp70 promoter luciferase reporter; scaled: vehicle 0, proteasome-inhibitor control 100%; AID 1203, 2008;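 active = activation above the mean across all tested compounds plus 3 SD, cutoff set per campaign, cut at about 5.5% in these data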;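 note: 100% = MG132 at 30 µM as the positive control and 0% = DMSO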
APP 5'UTR act: activators of APP 5'UTR luciferase reporter, primary screen, SH-SY5Y cells; SH-SY5Y APP 5'UTR luciferase reporter, luminescence; zero percent = DMSO vehicle wells; activation, % at 2 µM; 190,000 compounds, 1% hits;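 active = activation above a set limit, based on mean plus 3 SD of controls, cut at about 140% in these data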; note: values of inactives mirror those of a sister screen read the other way
APP transl inh: inhibitors of APP translation via 5'UTR reporter, primary screen, APP 5'UTR luciferase, SH-SY5Y cells; SH-SY5Y APP 5'UTR-luciferase reporter, luminescence; AID 1285, 2008; 190,000 compounds, 0.82% hits; inhibition, % at 2 µM;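 active = inhibition above a set limit, derived from the sample mean plus 3 SD, cut at about 45% in these data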; note: values of inactives mirror those of a sister screen read the other way
STAT1 activator: STAT1 signaling activators, primary screen, cell-based, HTS, luciferase reporter; NIH 3T3 STAT1-luciferase reporter, IFN-gamma, luminescence; 100% = IFN-gamma alone, no compound; activation (% of control), % at 5.5 µM; 200,000 compounds, 2.6% hits; AID 932, 2007;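 active = activation above the screen-wide mean activation plus 3 SD, cut at about 130% in these data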;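 note: raw ratio to IFN-gamma control signal so 100% means no change and 0% no light; values of inactives mirror those of a sister screen read the other way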
Starred values were filed as active, the others as inactive; / = not tested or not shown.

SMILES | FLuc inh counter | STAT3 act | STAT3 inh | STAT1 inh | NF-kB expr up | RAM network inh | Hsp70 act | APP 5'UTR act | APP transl inh | STAT1 activator
CCOc1ccc2nc(NC(=O)CSc3nc4c(c(=O)n(C)c(=O)n4C)n3C(C)C)sc2c1 | -4.4 | 103.9 | 1.9 | 4.8 | 0.56 | -0.4 | 0.2 | 7.0 | -7.0 | 96.1
N/C(=N\OC(=O)c1cc(Br)ccc1Cl)c1cccnc1 | 10.8 | 137.8* | -39.7 | -19.9 | 1.99 | 2.3 | -0.2 | 36.3 | -36.3 | 115.3
O=C1Nc2c(c(=O)[nH]c(=O)n2-c2ccccc2F)C(C(F)(F)F)(C(F)(F)F)N1 | -3.6 | 100.3 | 2.8 | -1.1 | 1.14 | -1.0 | 0.7 | 17.0 | -17.0 | 102.9
CC(C)(C)OC(=O)N1CCN(c2ccc(NC(=O)Cn3nnc(-c4ccccc4)n3)cc2)CC1 | -2.2 | 97.4 | 6.2 | 0.0 | 0.86 | 2.3 | -0.2 | / | 14.1 | 100.5
COc1ccc(-c2nnc(Nc3nc4c(OC)cccc4s3)o2)c(OC)c1 | 21.6 | 114.9 | -10.8 | -10.1 | 1.69 | 7.8 | 0.1 | 39.1 | -12.1 | 108.3
CCOc1ncccc1C(=O)Nc1cccc(-c2nnc3n2CCCCC3)c1 | -7.2 | 103.5 | 0.6 | -4.9 | 0.87 | -0.7 | 0.1 | -1.8 | 1.8 | 101.4
CC1CCN(c2cc(N(C)CCO)c([N+](=O)[O-])c3nonc23)CC1 | -3.2 | 92.2 | 16.2 | 6.4 | 1.02 | -0.5 | -0.2 | 1.5 | -1.5 | 93.7
CN1C(=O)/C(=C\c2ccncc2)SC1=Nc1ccccc1 | -3.8 | 104.1 | 0.1 | 1.1 | 1.11 | 2.0 | -0.2 | -10.6 | 10.6 | 99.1
Cc1ccc(N=Cc2cc(Cc3ccccc3Cl)cc([N+](=O)[O-])c2O)c(O)c1 | 3.5 | 97.9 | 4.1 | 2.3 | 1.77 | -0.2 | -0.1 | 1.1 | -1.1 | 96.8
O=C(O)C1CCN(C(=O)c2ccccc2Cl)CC1 | -3.2 | 104.4 | -0.6 | 0.3 | 1.13 | 0.1 | 0.1 | -5.9 | 5.9 | 99.8
COCCCNC(=O)CC(NS(=O)(=O)c1ccc(OC)cc1)c1ccc(OC)cc1 (stereo unspecified) | -3.7 | 107.0 | -5.0 | -7.9 | 0.99 | 0.5 | -0.1 | 8.8 | -8.8 | 107.2
O=C(NNC(=S)NC(=O)c1ccccc1[N+](=O)[O-])c1ccccc1[N+](=O)[O-] | -8.9 | 87.8 | 13.5 | 0.3 | 0.95 | 3.2 | -0.3 | 6.1 | -6.1 | 99.7
CCc1cccc(C)c1NC(=O)COC(=O)CNS(=O)(=O)/C=C/c1ccccc1 | -2.0 | 106.5 | -6.5 | 7.8 | 1.29 | 1.1 | -0.4 | -4.2 | 4.2 | 92.2
C1CCN(Cc2nnnn2CC2CCCO2)CC1 (stereo unspecified) | -1.0 | 100.8 | 4.7 | -5.7 | 1.09 | 0.6 | -0.1 | -5.4 | 5.4 | 105.0
CCCc1nnc2c(N(C)S(=O)(=O)c3ccc(C)cc3)nc3ccccc3n12 | -4.8 | 102.0 | -2.3 | -1.5 | 1.22 | 5.2 | -0.2 | 0.9 | -0.9 | 101.3
Cc1nnc(SCC(=O)N2CCOCC2)c2ccccc12 | -5.8 | 109.5 | -10.4 | -7.1 | 1.36 | 1.2 | 0.1 | 3.0 | -3.0 | 106.4
Cc1nc2ccc(NC(=O)NCCCO)cc2s1 | -4.6 | 87.6 | 14.9 | 3.1 | 1.43 | -0.7 | -0.4 | -15.2 | 15.2 | 96.4
CC(=O)c1cccc(NC(=O)C(OC(=O)c2cccs2)c2ccccc2)c1 (stereo unspecified) | 0.0 | 101.9 | -4.6 | -2.4 | 1.21 | 4.7 | -0.4 | -18.3 | 18.3 | 102.1
Cc1nc(C)c(C(=O)NNS(=O)(=O)c2ccccc2)s1 | -2.2 | 104.5 | -1.5 | 1.1 | 0.74 | 0.8 | -0.4 | -8.7 | 8.7 | 99.0
CCC(=O)Nc1nc2n(n1)C(c1ccc(OC)cc1)C=C(c1ccccc1)N2 (stereo unspecified) | 2.6 | 103.8 | 0.1 | 9.5 | 1.03 | 2.4 | -0.2 | 7.8 | -7.8 | 91.2
CNC(=O)c1cc(S(=O)(=O)N(C)C)ccc1Cl | -6.4 | 106.8 | -3.2 | 1.6 | 0.98 | 0.4 | -0.4 | -8.8 | 8.8 | 98.5
CCCc1ccc(C(=O)Cn2nc(C(=O)O)c3ccccc3c2=O)cc1 | 17.2 | 96.5 | 5.4 | -10.1 | 0.97 | 2.9 | -0.4 | 7.9 | -7.9 | 107.9
CC(C)C(Nc1ncnc2c1oc1ccccc12)C(=O)O (stereo unspecified) | -3.6 | 124.2 | -22.0 | 8.2 | / | 1.8 | -0.1 | 17.1 | -17.1 | 91.1
c1ccc(C2c3[nH]c4ccccc4c3CCN2Cc2cccn2-c2cccnc2)nc1 (stereo unspecified) | 0.5 | 94.0 | 10.3 | -13.1 | 0.67 | 1.6 | -0.5 | -6.1 | 6.1 | 110.1
CC(CN(C)Cc1ccccc1)OC(=O)c1ccc(F)cc1 (stereo unspecified) | -6.8 | 101.2 | -5.9 | 0.6 | 0.96 | -0.4 | -0.4 | 11.0 | -11.0 | 99.4
Later entries
SMILES | FLuc inh counter | STAT3 act | STAT3 inh | STAT1 inh | NF-kB expr up | RAM network inh | Hsp70 act | APP 5'UTR act | APP transl inh | STAT1 activator
CC(C)(C)NC(=O)/C(=C\c1ccc(Br)cc1)NC(=O)c1cccs1 | -10.5 | 99.4 | 7.6 | -0.8 | 0.97 | 4.1 | 0.1 | -8.6 | 8.6 | 100.7
c1cncc(CNc2ncnc3sccc23)c1 | -4.9 | 94.1 | 7.8 | 11.8 | 1.15 | 0.4 | -0.5 | 3.2 | -3.2 | 89.6
Cc1ccc(OCC(=O)Nc2ccc(S(=O)(=O)Nc3onc(C)c3C)cc2)cc1 | -3.5 | 110.2 | -9.7 | -3.1 | 1.2 | 10.4* | -0.2 | -6.3 | 6.3 | 102.8
CN1CCN(NC(=O)c2cn(-c3ccccc3)nc2-c2ccc(OC(F)F)cc2)CC1 | -6.2 | 97.0 | 3.5 | -4.8 | 1 | 0.0 | -0.2 | 0.9 | -0.9 | 104.6
COc1ccc(C(=O)Oc2cccc(/C=N/NC(N)=S)c2)cc1 | 28.8 | 106.8 | -10.8 | -7.0 | 1.34 | 2.4 | -0.3 | 7.0 | -7.0 | 106.3
O=C1CCCN1CCCNc1ncnc2c1[nH]c1ccccc12 | 0.1 | 151.4* | -56.6 | 20.1 | 0.82 | 0.9 | -0.2 | -14.1 | 14.1 | 81.5
NS(=O)(=O)c1ccc(N/C=C/C(=O)c2ccc(Br)cc2)cc1 | 5.3 | 104.5 | -2.6 | -47.7 | 1.43 | 5.6 | -0.2 | 49.5 | -49.5 | 142.6*
Cc1ccc2sc(-c3ccc(NC(=O)CCN4C(=O)c5ccccc5C4=O)cc3)nc2c1 | 11.7 | 101.8 | -2.7 | -55.0 | 2.7 | 3.4 | -0.2 | 161.8* | -161.8 | 149.9*
CNc1nc(OCC#N)nc(N2CCCCC2)n1 | -4.2 | 114.2 | -14.2 | -1.9 | 1.11 | 1.9 | -0.1 | 20.7 | -20.7 | 100.2
C=CCn1c(-c2sc(-c3ccccc3)nc2C)n[nH]c1=S | -11.1 | 94.6 | 7.7 | -3.0 | 1.29 | 2.2 | -0.1 | 0.1 | -0.1 | 101.4
CSc1nnc(C)c(/C=C/Nc2ccc(C)cc2)n1 | -4.0 | 91.0 | 11.6 | -0.1 | 1.67 | 0.0 | -0.6 | -2.2 | 2.2 | 100.1
N#CCCN1CCN(S(=O)(=O)c2ccc(C#N)cc2)CC1 | 0.1 | 100.4 | 0.3 | 5.2 | 0.91 | 0.9 | 0.0 | 11.7 | -11.7 | 95.3
Cc1cc(S(=O)(=O)N2CCN=C2c2ccccc2)ccc1F | -1.2 | 89.0 | 19.7 | 6.0 | 1.48 | 2.5 | -0.4 | 6.6 | -6.6 | 94.4
COc1ccc(-c2c(C)nn3c(N4CCC5(CC4)OCCO5)cc(C)nc23)cc1OC | -3.4 | 95.6 | 10.2 | 9.4 | 0.93 | 2.6 | 0.1 | -10.2 | 10.2 | 91.6
CC(O)CNc1nc2ccccc2n1-c1ncnc2sc3c(c12)CCC3 (stereo unspecified) | -5.2 | 96.7 | 13.5 | 12.0 | 0.51 | 1.3 | -0.2 | 4.9 | -4.9 | 89.1
COc1ccc(OC)c(S(=O)(=O)N2CCCc3ccccc32)c1 | -10.1 | 102.5 | 3.5 | 0.2 | 0.9 | 1.6 | 0.0 | 9.9 | -9.9 | 99.8
CN(C1CCCC1)C1CCN(C(=S)Nc2cc(F)cc(F)c2)CC1 | -5.2 | 102.5 | 0.5 | -3.1 | 1.28 | -0.8 | 0.5 | -6.9 | 6.9 | 101.8
COc1ccc(CN=CC2=C(O)CNC2=O)cc1 | -2.9 | 101.6 | -0.4 | -3.5 | 0.94 | -0.2 | -0.1 | 9.6 | -9.6 | 103.3
O=c1[nH]nc2c3ccccc3cnn12 | 0.1 | 98.8 | 7.2 | -7.4 | 1.17 | 2.3 | 0.1 | 0.1 | -0.1 | 106.7
O=C1C2CCCN2C(=O)N1CCCCN1CCN(c2cccc(Cl)c2)CC1 (stereo unspecified) | -5.4 | 103.9 | -3.4 | 8.5 | 1.06 | 0.1 | -0.2 | 9.6 | -9.6 | 91.6
CCOC(=O)c1cc2c(C(F)(F)F)cc(-c3ccccc3)nc2o1 | -5.1 | 93.7 | 10.5 | -5.1 | 1.45 | 6.0 | -0.1 | -6.9 | 6.9 | 104.5
COc1cccc(-n2sc3c(c2=S)-c2cc(OC)ccc2NC3(C)C)c1 | -4.7 | 91.3 | 15.5 | 3.1 | 1.13 | 5.6 | -0.2 | 11.7 | -11.7 | 97.2
CC(=O)N1CCN(c2ccc(S(C)(=O)=O)cc2[N+](=O)[O-])CC1 | -2.4 | 102.8 | 1.6 | 0.1 | 1.09 | 0.9 | -0.2 | 4.0 | -4.0 | 99.8
N#Cc1c(N)sc2c1CCN(CCc1ccccc1)C2 | -6.3 | 101.2 | 2.3 | -5.4 | 1.08 | -0.5 | 0.2 | 1.3 | -1.3 | 103.5

Just STAT1 inh and FLuc inh counter, for some of the entries so far:
SMILES,STAT1 inh,FLuc inh counter
C=CCn1c(-c2sc(-c3ccccc3)nc2C)n[nH]c1=S,-3.0,-11.1
CSc1nnc(C)c(/C=C/Nc2ccc(C)cc2)n1,-0.1,-4.0
